mHTT-CaM PPI inh = disrupts binding of mutant huntingtin to calmodulin. P42858. AlphaScreen His-mHTT/GST-CaM binding, luminescence. 190,000 compounds, 3.6% hits. inhibition, % at 15 µM;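 also: 0% = both proteins with DMSO and 100% = one protein alone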
Pf apPOL inh = Pf-apPOL DNA polymerase inhibition; Recombinant Pf-apPOL, molecular beacon fluorescence, 1.5 h; inhibition, % at 10 µM; 210,000 compounds, 0.25% hits
* hit, by the source's call; i = inactive; · = no result given; & = joins results of further samples; ! = not confirmed by another sample. Rule as the data show it: active = inhibition above about 50%; inactive = the rest.

SMILES | mHTT-CaM PPI inh | Pf apPOL inh
O=C(NCCN1CCCC1)c1cccc(N2CCNC(c3ccccc3)C2)n1 (stereo not drawn) | 14.8 | -39.8
COc1cccc(OCC(=O)O/N=C(\N)c2ccccn2)c1 | i | -7.3
COc1ccc2cc3cc(C(=O)NCc4ccc(F)cc4)sc3nc2c1 | -5.0 | -8.8
C=C1C2(C(=O)O)CCC(C2)C1(C)C (stereo not drawn) | -1.9 | -9.9
O=C(Nc1cccc(F)c1C(=O)NCCc1ccncc1)c1cccc(C(F)(F)F)c1 | · | -7.8
O=C1Nc2ccc(I)cc2C12OCCO2 | 10.0 | -3.1
CCc1onc(C)c1C1CCCN1Cc1ccc(OC)c(Br)c1 (stereo not drawn) | -49.2 | -3.4
O=C(NCCc1csc(C2CCN(C(=O)c3ccco3)CC2)n1)C1CC1 | 7.2 | -1.1
Cn1cc(C(=O)NC2CCCc3ccccc32)c2c3ccccc3n(C)c2c1=O (stereo not drawn) | -3.0 | -7.7
CN1C2=C(C(=O)CCC2)C(c2ccccc2OCc2ccccc2F)C2=C1CCCC2=O | 0.0 | -0.3
CC(C)c1ccc(CNC(=O)c2cn3c(n2)CCCC3)cc1 | 12.9 | -7.2
Cc1ccc(Cl)cc1NC(=O)N1CCC(N2CCN(Cc3ccccc3)C2=O)CC1 | 5.3 | -5.5
CCc1ccc(NC(=O)C2CCCN(c3cc(=O)n(C)c(=O)n3CC)C2)cc1 (stereo not drawn) | -3.6 | -4.9
Cc1cc(C(=O)N2CCCC2c2ccccc2F)on1 (stereo not drawn) | -1.0 | -2.6
CC(C)C(=O)NCCCc1ccccc1 | -4.1 | -3.5
CCS(=O)(=O)NC(C)C(c1cccs1)N1CCN(c2ccc(OC)cc2)CC1 (stereo not drawn) | 0.6 | 0.0
CCC(C)Sc1c(C(C)C)cnc2c1c(=O)n(C)c(=O)n2C (stereo not drawn) | -3.7 | -1.9
COc1ccc(C)cc1NC(=O)c1cc(S(=O)(=O)N2CCCc3ccccc32)ccc1F | -4.0 | 30.4
Cc1sc(-c2ccc(Cl)cc2)nc1-c1ccc(-c2ccccc2F)cc1 | · | 5.0
O=C(O)CCC(=O)Nc1ccc(Cc2ccc(NC(=O)CCC(=O)O)c(O)c2)cc1O | 5.4 | 1.0
CCn1c(=O)c2c(ncn2CC(C)C)n(-c2ccc(F)cc2)c1=O | 5.8 | -4.9
S=c1n(Cn2nnn(-c3ccccc3)c2=S)nnn1-c1ccccc1 | -5.6 | ·
Cc1cnc(NC(=O)Nc2ccc(Br)cc2)s1 | -1.5 | -1.8
Fc1ccc2c(c1)C1OCCC1C(c1ccccc1)N2 (stereo not drawn) | 0.6 | ·
CN(C)c1ccc(C(=O)N2CCCN(c3cc(-c4ccccc4)[nH]n3)CC2)cc1 | 27.3 | -2.8
COc1ccc(CCN2C(=O)CSC2c2ccccc2[N+](=O)[O-])cc1OC (stereo not drawn) | 10.0 | -6.8
COc1cccc2sc(NC(=O)Cc3ccc(Cl)s3)nc12 | -9.7 | 0.6
COc1cccc(C(=O)N2CCc3c(c(C(=O)NCc4ccc(F)cc4)nn3C)C2)c1 | 86.0* | -13.9
Cc1ccc(-n2ccc(N)c(C#N)c2=O)cc1 | -3.5 | -1.4
O=C(c1ccc(OCC2CCCN(C(=O)c3ccncc3)C2)cc1)N1CCCC1 (stereo not drawn) | 4.7 | 0.4
O=C(Nc1c(C(=O)NCc2ccco2)cnn1-c1ccccc1)c1ccc(F)cc1 | 9.9 | 19.9
O=C(NC1CC1)c1ccc(-n2cccc2)nc1 | 5.3 | -6.1
COCc1cc(C)nc2sc(-c3ccc([N+](=O)[O-])cc3)c(N)c12 | -2.0 | -5.7
O=C(c1sc2cc(Cl)cc(Cl)c2c1Cl)N1CCOCC1 | -0.7 | -6.1
Cn1nc(CC(=O)Nc2ccccc2C(F)(F)F)c2ccccc2c1=O | 0.0 | 5.6
CC(C)(C)N=C1Nc2ncccc2NC12CCN(C(=O)c1ccco1)CC2 | 9.1 | -0.8
CCOC(=O)C(C)Oc1ccc2c(c1)OC(=Cc1cccc(Br)c1)C2=O (stereo not drawn) | -2.5 | 0.4
CC(Cl)C(=O)NCc1ccc(-c2ncc(-c3ccc(F)cc3)[nH]2)cc1 (stereo not drawn) | 24.4 | -5.8
O=C(Cc1ccc(Cl)cc1)Nc1ccc2nn(-c3ccccc3)nc2c1 | 4.0 | -3.9
N#CC(=NNc1cccc(C(F)(F)F)c1)C(=O)c1csc(-c2cccnc2)n1 | · | 2.8
Cc1ccccc1-n1nc2c(c1NC(=O)CC(C)C)CS(=O)C2 (stereo not drawn) | -5.0 | -1.4
O=c1cc(CN2CCOCC2)c2ccc(O)c(O)c2o1 | 0.1 | 10.2
Cn1c(C2CCN(C(=O)CCC3CCCC3)C2)nc2cccnc21 (stereo not drawn) | 1.5 | -3.0
CC(C)NCC(O)COc1ccc(C23CC4CC(CC(C4)C2)C3)cc1 (stereo not drawn) | 100.3* | -4.8
O=C(CSc1nc2c(c(=O)n1-c1ccc([N+](=O)[O-])cc1)SCC2)NCC1CCCO1 (stereo not drawn) | 2.0 | -5.9
CCn1cc(SCC(=O)Nc2ccc3c(c2)OCCO3)c2ccccc21 | 12.0 | -5.3
CN(C(=O)Cc1cccs1)c1ccccc1 | 4.1 | -9.1
COc1cc(C(=O)Nc2ccc(C)cc2Br)cc(OC)c1OC | -4.0 | 6.0
COc1cccc(NC(=O)c2cccc(OC)c2)c1 | -7.4 | 0.8
Cc1ccc(C)c(NC(=O)N2CCc3[nH]cnc3C2c2ccncc2)c1 (stereo not drawn) | -10.0 | 2.5
CC(Oc1ccc(Cl)cc1Cl)C(=O)N1CCN(c2ccccn2)CC1 (stereo not drawn) | 7.8 | 0.1
Cc1ccc(OCc2nc(C(=O)N3CCOCC3)cs2)cc1C | -3.5 | -1.1
Cc1cc(I)ccc1N=Cc1nc(-c2ccccc2F)oc1O | 2.0 | -1.7
O=C(Nc1nnc(C2CC(=O)N(c3ccccc3)C2)o1)c1ccc2c(c1)CCCC2 (stereo not drawn) | 22.7 | -5.0
COc1ccc(C=Cc2nc(-c3cccc(-c4ccn[nH]4)c3)no2)cc1 | 11.2 | -1.3
O=[N+]([O-])c1ccccc1NC(=NS(=O)(=O)c1ccc(Cl)cc1)c1ccccc1 | 13.0 | -0.4
O=C(NCCC1=CCCCC1)C1CC(=O)N(C2CCCCC2)C1 (stereo not drawn) | -0.3 | 1.3
Cc1cccc(CNC(=O)C2CCCN(c3nn4c(=O)c5c(nc4s3)CCCC5)C2)c1 (stereo not drawn) | 7.6 | 2.5
CCCN1CCN(C(=O)c2ccc(-c3nc4ccccc4n(C)c3=O)cc2)CC1 | 6.8 | -2.8
O=C(CSc1nc2[nH]ncc2c(=O)n1-c1ccccc1)NCc1cccs1 | 0.0 | 2.5
Later entries
SMILES | mHTT-CaM PPI inh | Pf apPOL inh
O=C(Nc1ccc(F)cc1)NC1CCN(Cc2c(F)cccc2Cl)CC1 | · | -0.8&-3.1
O=C1S/C(=C\c2ccc(O)c(O)c2)C(=O)N1c1ccc(Cl)cc1 | 88.0* | -6.0
O=c1cc(O)n(-c2ccccc2)[nH]1 | 20.3 | 53.3*
CCC(=O)N1CCc2cc(N3CC(C(=O)NCc4ccc(Cl)cc4)CC3=O)ccc21 (stereo not drawn) | 4.9 | -8.4
COc1ccc(S(=O)(=O)Nc2ccc(S(=O)(=O)Nc3cc(C)ccc3C)cc2)cc1OC | 3.2 | 4.8
CC1(O)CCN(Cc2ccccc2)CC1N1CCCC1 (stereo not drawn) | 17.3 | -1.4
CC1=C(C(=O)Nc2ccc(C)cn2)C(c2ccsc2)C2=C(CC(C)(C)CC2=O)N1 (stereo not drawn) | -3.0 | -2.1
COc1ccc(CCn2c(-c3cccs3)nc3c(c(=O)c4ccccc4n3C)c2=O)cc1 | -11.4 | -9.2
Cc1ccc(-n2ncc3c(=O)[nH]c(SCC(=O)N4CCOCC4)nc32)cc1C | 5.0 | 4.4
Cc1cc(C)c(C#N)c(SCSCc2ccccc2)n1 | -112.0 | -6.8
c1ccc2[nH]c(CSc3nc4ccccc4[nH]3)nc2c1 | -1.8&6.0&2.8 | 86.0*!
CC(O)c1nc2cc([N+](=O)[O-])ccc2n1C (stereo not drawn) | -0.5 | 2.8
CC(=O)Nc1ccc(N2C(=O)CC(NCc3cccnc3)C2=O)cc1 (stereo not drawn) | -2.2 | 6.4
COc1ccc2oc(=O)c(C(=O)NCc3cccnc3)cc2c1 | 4.0 | -0.7
COc1ccc(C(=O)N2CCCC(COc3cccc(C(=O)N4CCCC4)c3)C2)cc1 (stereo not drawn) | 8.7 | -3.4
COc1cccc(-c2noc(C3CCCN3C(=O)Nc3ccccc3C)n2)c1 (stereo not drawn) | 0.2 | -3.8
Nc1nc(SCc2ccc(C(=O)NCCO)cc2)nc2sc3c(c12)CCCC3 | 14.3 | -13.0
N#Cc1c2n(c3c(=O)n(CC(=O)c4ccc(Br)cc4)cnc13)CCCC2 | 6.0 | -50.2
CCNC(=O)Cn1ccsc1=NC(=O)c1cccc(Cl)c1 | -1.4 | -7.2
Cc1cc2oc(=O)cc(-c3ccccc3)c2c(C)c1/C=C/c1ccc(F)cc1 | -5.6 | -8.0
Cc1cc(Br)ccc1OCCCN1CCCC1 | 4.5 | -8.4
Cc1ccc(-c2ncc(NC(=O)c3ccccc3Cl)cn2)cc1 | -7.3 | 1.5
CC1CCCC(NC(=O)C2CCCN(S(=O)(=O)N3CCCCCC3)C2)C1C (stereo not drawn) | 20.0 | -13.1
O=C1OC2(O)c3ccccc3C(=O)N2c2ccccc21 (stereo not drawn) | 3.0 | -1.4&-0.3
Cc1ccc(CNC(=O)CN(C)S(=O)(=O)c2ccc3[nH]c4c(c3c2)CCCC4)cc1 | 32.5 | -0.8
O=C(O)CC(C(=O)NCc1ccccc1)C1=CCCCC1 (stereo not drawn) | · | -9.8
CCNS(=O)(=O)c1cccnc1Nc1ccccc1F | -5.3 | -24.1
CC1=C(C#N)C(=O)N(C)C(=O)/C1=C\c1ccc(-c2ccc(Br)cc2C(=O)O)o1 | 17.0 | -1.7
Cc1c(C#N)c(Sc2n[nH]c(=O)n2C2CCCCC2)nc2ccccc12 | · | -4.0&-8.2
CC(C)c1ccc(S(=O)(=O)N2CCC(n3c(-c4ccco4)nc4cccnc43)C2)cc1 (stereo not drawn) | -11.0 | -5.7
CCc1ccc(Nc2cc(C)nc3ncnn23)cc1 | -0.1 | 2.0
Cc1ccc(CNCc2csc(N3CCN(C(=O)C4CCCC4)CC3)n2)cc1 | 7.2 | -0.5
COc1ccc(CNC(=O)CCC(=O)N2CC3CCCN3c3ccccc32)c(OC)c1 (stereo not drawn) | 36.3 | -3.7
Cc1cccc(-n2c(=O)c3c4c(sc3n3c(C)nnc23)CCCC4)c1 | -1.0 | -7.2
COCCNC(=O)c1ccnc(N2CCNC(c3ccccc3)C2)c1 (stereo not drawn) | 2.3 | -2.3
CC1CCN(C(=O)c2cn(-c3ccc(F)cc3F)c(=O)c3ccccc23)CC1 | 0.0 | -3.7
O=C(c1ccco1)N1CCSCC1 | · | -0.3&-5.1
O=S1(=O)[C@H]2C[C@@H]3C=C[C@@]2(CN1Cc1ccc(F)cc1)O3 | 0.2 | 0.5
COc1ccc(Nc2cc(C)nc(NCCNS(=O)(=O)c3c(C)noc3C)n2)cc1 | 0.0 | -7.8
COc1cccc(CN2CCC(N3CCCCC3)CC2)c1 | -2.2 | -6.9
O=S(=O)(Nc1ccc2c(c1)OCCO2)c1ccccc1C(F)(F)F | -1.0 | -5.1
CC1(C)Cc2[nH]c(=O)c(C#N)cc2CO1 | 1.5 | 2.0
O=[N+]([O-])c1cc(C(F)(F)F)ccc1NCCOc1ccccc1 | 14.0 | -4.1
Cc1ccc(-c2nnc(Cc3nc(C(C)C)no3)o2)cc1C | -11.9 | -2.0
O=C1C(=Cc2cccs2)COCC1=Cc1cccs1 | · | 7.0
CC(C)Nc1nccc(C(F)(F)F)n1 | · | -5.6
CCCCSc1nc2c(c(=O)n1-c1ccccc1)SCC2 | 8.0 | 2.3
CC1(C)NC(=O)N(CC(O)CN2C(=O)NC(C)(C)C2=O)C1=O | -3.4 | ·

Shown in markdown: 17 of the compounds above
| canonical_smiles | mHTT-CaM PPI inh | Pf apPOL inh |
| --- | --- | --- |
| Cc1c(C#N)c(Sc2n[nH]c(=O)n2C2CCCCC2)nc2ccccc12 | · | -4.0&-8.2 |
| CC(C)c1ccc(S(=O)(=O)N2CCC(n3c(-c4ccco4)nc4cccnc43)C2)cc1 (stereo not drawn) | -11.0 | -5.7 |
| CCc1ccc(Nc2cc(C)nc3ncnn23)cc1 | -0.1 | 2.0 |
| Cc1ccc(CNCc2csc(N3CCN(C(=O)C4CCCC4)CC3)n2)cc1 | 7.2 | -0.5 |
| COc1ccc(CNC(=O)CCC(=O)N2CC3CCCN3c3ccccc32)c(OC)c1 (stereo not drawn) | 36.3 | -3.7 |
| Cc1cccc(-n2c(=O)c3c4c(sc3n3c(C)nnc23)CCCC4)c1 | -1.0 | -7.2 |
| COCCNC(=O)c1ccnc(N2CCNC(c3ccccc3)C2)c1 (stereo not drawn) | 2.3 | -2.3 |
| CC1CCN(C(=O)c2cn(-c3ccc(F)cc3F)c(=O)c3ccccc23)CC1 | 0.0 | -3.7 |
| O=C(c1ccco1)N1CCSCC1 | · | -0.3&-5.1 |
| O=S1(=O)[C@H]2C[C@@H]3C=C[C@@]2(CN1Cc1ccc(F)cc1)O3 | 0.2 | 0.5 |
| COc1ccc(Nc2cc(C)nc(NCCNS(=O)(=O)c3c(C)noc3C)n2)cc1 | 0.0 | -7.8 |
| COc1cccc(CN2CCC(N3CCCCC3)CC2)c1 | -2.2 | -6.9 |
| O=S(=O)(Nc1ccc2c(c1)OCCO2)c1ccccc1C(F)(F)F | -1.0 | -5.1 |
| CC1(C)Cc2[nH]c(=O)c(C#N)cc2CO1 | 1.5 | 2.0 |
| O=[N+]([O-])c1cc(C(F)(F)F)ccc1NCCOc1ccccc1 | 14.0 | -4.1 |
| Cc1ccc(-c2nnc(Cc3nc(C(C)C)no3)o2)cc1C | -11.9 | -2.0 |
| O=C1C(=Cc2cccs2)COCC1=Cc1cccs1 | · | 7.0 |

High-throughput results as filed in PubChem BioAssay.
